MT stabilizer: microtubule stabilization, imaging screen; HeLa tubulin immunostaining HCS, 24 h; share of cells brighter than vehicle mean+2SD; % tubulin-high responders, % at 10 µM; 0.83% of 200,000 active; AID 2205;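 active means plate Z-score above 3 for both tubulin-high and condensed-nucleus cell shares, with cell loss under 80%, at 10 µM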;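 further: anti alpha tubulin signal scored within the nucleus-defined area of each cell; some results filed as inactive read as strong as hits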
Insulin prom up: MIN6 insulin promoter up-regulation; MIN6 insulin promoter-GFP reporter, high-content imaging; active compounds read high; z-score at 5 µM; 0.3% of 190,000 active;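 active means z-score above 3 at 5 µM with at least 500 cells counted in the well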
b-catenin transl: modulators of beta-catenin nuclear translocation. 0.3% of 190,000 active. AID 1665. HeLa beta-catenin nuclear translocation, immunofluorescence imaging. nuclear translocation activity, % at 5 µM;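 active means nuclear translocation activity above 50% at 5 µM, with a well cell count of 50 or more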;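 further: per-cell ratio of nuclear to cytoplasmic median beta-catenin stain intensity; plate controls were DMSO negative control for no effect and GSK-3 inhibitor IX positive control for full effect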
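Assay system: human HeLa cells, native beta-catenin; doses: 5 µM primary, 0.02–20 µM confirmation; incubation: compound treatment 24 h, 37°C, 5% CO2; technique: fluorescence imaging of beta-catenin antibody stain plus DAPI; measure: % activation, nuclear-to-cytoplasmic median beta-catenin signal ratio per cell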
Dynein transport: dynein cargo transport inhibition. 3617.4 mouse cells, GR-EGFP nuclear translocation imaging; test concentration mostly 20 µM; stimulated with dexamethasone, 1 µM; active compounds read low. z-score, hits read low. 0.47% of 220,000 active;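 active means plate z-score of nuclear minus cytoplasmic receptor signal below a set negative limit, without overly bright fluorescence or cell loss, cut at about -3.5 in these data, passing the limit was not always enough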;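 further: z-score of nuclear minus cytoplasmic ring GR-EGFP intensity difference per well; some compounds called inactive have numbers as strong as hits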
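Also added: dexamethasone, 1.0 µM final. Medium: tet-free, stripped-serum medium. Detection: fixed, Hoechst-stained cells imaged at 10x for EGFP. Read-out: nuclear-to-cytoplasmic GR-EGFP distribution per well. Times: induction 48 h, compound 1 h, agonist 30 min.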
Autophagy mod: modulators of autophagy. MEF GFP-LC3 puncta imaging; test concentration mostly 10 µM. calls only at 10 µM (by protocol). 0.98% of 190,000 active;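 active means percentage of spot-positive cells more than 3 SD above its plate mean, without a fluorescence outlier flag or 80% toxicity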;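 further: spot-positive cell cutoff set from DMSO-treated cells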
Yfh1-off respiration: enhancers of respiration in Yfh1-depleted yeast, dose response, Friedreich's ataxia, plus single-dose screen (AID 1465). S. cerevisiae Yfh1-off respiration, WST-1 reduction, 72 h; higher fold induction means a stronger effect. fold induction at 50 µM; hits with a dose series show EC50 in µM. 0.074% of 220,000 active;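 active means fold induction of absorbance versus untreated yeast above a set limit, then at least 30% activation at any dose in follow-up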;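 further: activators that raise dye reduction in frataxin-depleted yeast; strong numbers were not always called active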
HIV peptide binding: inhibitors of HIV fusion peptide binding, primary screen, biochemical, uHTS, fluorescence dequenching (AID 1986); cell-free peptide binding, fluorescence dequenching, 30 min; higher % means a stronger effect; inhibition, % at 20 µM; hits with a dose series show IC50 in µM; 0.3% of 290,000 active; in the data active means inhibition mostly above about 52%, no sharp cut-off; inactive means mostly below about 76%; further: some results filed as inactive read as strong as hits
AID2073: disruptors of CaV2.2 binding to Mint1 – biochemical, HTRF (AID 2073) | inhibition, % at 20 µM; hits with a dose series show IC50 in µM | 0.19% of 290,000 active | HTRF protein-protein interaction, Mint1-CaV2.2; higher % means a stronger effect; in the data active means inhibition mostly above about 51%, no sharp cut-off; further: some results filed as inactive read as strong as hits
WT yeast gro inh: growth inhibition of WT yeast, mitochondrial fusion screen. inhibition, % at 10 µM. 2.1% of 190,000 active. mitochondrial fusion phenotypic screen, WT strain. AID 1362; in the data active means inhibition above about 58%; tested in S. cerevisiae
WT yeast gro inh mutant strain: further read-out of WT yeast gro inh, marked with its call; inhibition, %; mitochondrial fusion phenotypic screen, mutant strain inhibition
Dynein transport cytoplasmic EGFP: further read-out of Dynein transport, marked with its call; z-score; measured here: cytoplasmic GR-EGFP intensity; active compounds read high
Dynein transport nuclear GR-EGFP: further read-out of Dynein transport, marked with its call; z-score; measured here: nuclear GR-EGFP intensity;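 lower value marks the stronger effect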
Dynein transport cell count: also measured in Dynein transport; calls as there; z-score; measured here: cell count per field
Insulin prom up cell count: also measured in Insulin prom up; calls as there; cell count; measured here: cytotoxicity, nuclei count;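 total cells summed across four imaged fields per well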
b-catenin transl cell count 5 µM: also measured in b-catenin transl; calls as there; cell count; measured here: cell count, cytotoxicity flag
MT stabilizer Hoechst-high %: recorded beside MT stabilizer, whose call it bears; % Hoechst-high responders; measured here: nuclear condensation Hoechst responders;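 share of cells brighter than vehicle mean plus two SD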
MT stabilizer cytotoxicity %: further read-out of MT stabilizer, marked with its call; toxicity, %; measured here: cytotoxicity by cell density;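 0% = mean cell density of plate MIN control wells and 100% = no cells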
Autophagy mod cell loss 18 h: further read-out of Autophagy mod, marked with its call; toxicity, %; measured here: cell loss, nuclei count;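 cell loss after 18 h compound exposure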
The depositor's hits bear a star; i = inactive; x = not tested or not shown.

SMILES	MT stabilizer	MT stabilizer Hoechst-high %	MT stabilizer cytotoxicity %	Insulin prom up	Insulin prom up cell count	b-catenin transl	b-catenin transl cell count 5 µM	Dynein transport	Dynein transport cytoplasmic EGFP	Dynein transport nuclear GR-EGFP	Dynein transport cell count	Autophagy mod	Autophagy mod cell loss 18 h	Yfh1-off respiration	HIV peptide binding	AID2073	WT yeast gro inh	WT yeast gro inh mutant strain
COc1ccc(C)cc1NC(=O)C1CCCN1S(=O)(=O)c1ccc2c(c1)CCC(=O)N2 (stereo not drawn)	3.8	2.7	6.5	0.56	781	x	x	0.16	-0.12	0.25	-0.35	i	11	i	3.0%	1%	0	2
Cc1cc(Oc2ccc(=O)n(C)n2)nc(SCCOc2ccccc2)n1	x	x	x	0.06	1136	-1.0	1300	0.14	-0.28	0.56	-0.15	x	x	i	0.0%	4%	x	x
CC(C)N(C(=O)COC(=O)[C@@H]1CC(O)CN1S(=O)(=O)c1ccc(C(C)(C)C)cc1)C(C)C (stereo partly drawn)	7.7	1.7	2.9	-0.36	1260	-2.9	1013	-0.11	-0.3	0.23	0.31	i	1	i	-2.5%	-14%	12	-1
COc1ccc(C2C(C(N)=O)=C(C)Nc3nc(-c4ccccc4OC)nn32)cc1OC (stereo not drawn)	0.8	2.0	9.9	0.08	1482	0.3	1513	1	-0.2	0.7	-0.55	i	9	i	-1.0%	2%	-25	-14
C=CCn1c(SCC(=O)c2c(N)n(C)c(=O)n(C)c2=O)nc2sc(CC)cc2c1=O	1.2	1.2	6.0	-0.48	1575	0.9	1373	-0.091	-0.23	-0.45	0.22	i	11	x	2.8%	-6%	-13	0
Cc1sc(NC(=O)CN(CCc2ccccc2)C(=O)C2CC2)c(C(N)=O)c1C	1.5	1.4	5.4	0.27	1393	1.3	1046	-0.053	-0.35	0.17	0.77	i	13	i	0.7%	10%	4	-16
O=C(O)CC1SC(=Nc2ccc(O)cc2)NC1=O (stereo not drawn)	2.3	2.4	4.2	-0.1	1569	-4.5	1111	-0.055	-0.18	-0.049	-0.048	i	4	i	1.7%	7%	-8	0
CCCCCCCSc1nnc(-c2ccccc2N)c(=O)[nH]1	3.1	1.4	7.9	0.03	1168	0.8	1093	0.11	-0.13	0.13	-0.19	i	13	i	11%	5%	79*	60*
COc1ccc(-c2[nH]ncc2CN2CCCCCCC2)c(OC)c1	3.2	1.3	3.1	-0.29	1530	-1.4	1079	0.12	-0.23	0.36	-1.1	i	30	i	1.1%	-7%	17	8
O=C(CCCN1C(=O)c2ccccc2C1=O)NCCCN1CCOCC1	3.2	1.7	5.4	-0.51	1820	-1.9	1094	-1.1	-0.27	-0.52	0.9	i	-8	i	-0.7%	-4%	23	28
CCOC(=O)c1cnc(N2CCN(C(=O)OCC)CC2)[nH]c1=O	1.9	1.4	7.5	0.19	1245	-1.4	1119	-0.07	-0.24	0.0009	0.86	i	3	i	-0.2%	6%	-3	-16
O=C(CCc1ccccc1)Nc1ncc2c(n1)CCCC2=O	4.0	2.1	3.7	0.16	1245	-4.5	963	-0.85	-0.25	-0.26	0.62	i	8	i	-1.7%	6%	60*	-6.7*
COc1ccc(CCNC(=O)C(=O)NCc2ccccc2)cc1OC	1.3	1.5	10	x	x	x	x	-0.97	-0.22	-0.72	1.4	i	32	i	-0.9%	-5%	25	31
CCCOCc1ccc(O)c2ncccc12	x	x	x	-1.7	877	1.0	1391	-0.057	0.059	0.18	-0.44	x	x	i	-0.9%	1%	x	x
CN1CCN(NC(=O)c2cccs2)CC1	5.6	2.2	7.5	0.22	1272	-1.6	1061	0.26	-0.3	0.4	0.76	i	3	i	-1.0%	-2%	-7	7
Fc1ccccc1/C=N/Nc1nn[nH]n1	2.5	1.6	8.6	x	x	x	x	-0.6	-0.23	0.35	1.1	i	-17	i	-1.3%	13%	9	44
CC(C)CC(NS(=O)(=O)c1ccccc1)C(=O)O (stereo not drawn)	1.4	1.6	10	-0.07	879	-3.8	1198	0.16	-0.27	0.14	-0.19	i	-3	i	-1.3%	2%	-7	0
CCOC(=O)C1=C(C)OC(N)=C(C#N)C1c1cc(F)ccc1F (stereo not drawn)	0.7	1.6	20	0.03	954	x	x	1.2	-0.31	0.53	-0.67	i	7	i	1.0%	-9%	-18	-9
O=C(O)c1cc(N/N=C/C=C/c2ccccc2)ccc1Cl	4.6	2.6	5.1	0.5	1294	0.9	1071	2.4	-0.041	0.46	-2.3	i	-9	i	54%	12%	-8	3
CN(C)CCNC(=O)c1cc2cc(Br)ccc2oc1=O	2.0	2.1	5.7	0.04	1202	0.2	1123	0.53	-0.29	0.83	-0.062	i	-5	i	-0.5%	18%	5	-2
C(=N\n1cnnc1)/c1nc2ccccc2[nH]1	2.9	1.6	0.7	-0.1	1543	-0.2	1320	2.9	-0.068	1.6	-2.2	i	6	i	-0.1%	50%	11	16
CN(Cc1ccccc1)CC(O)COc1ccc(CNCc2cccnc2)cc1 (stereo not drawn)	4.4	2.4	3.2	-0.37	1343	1.1	859	-0.87	-0.28	-0.62	0.96	i	-12	i	-0.1%	11%	2	4
CC(C(=O)Nc1nc2ccccc2[nH]1)N1C(=O)C2CC=CCC2C1=O (stereo not drawn)	2.2	2.5	2.5	-0.07	1233	-2.4	954	-0.68	-0.21	-0.045	0.43	x	x	i	2.1%	-2%	1	-2
NNC(=O)c1cc(-c2ccc(N)cc2)nc2ccc(Br)cc12	x	x	x	-0.12	1421	0.7	1090	0.22	-0.22	-0.3	0.084	x	x	i	-2.7%	7%	x	x
Cc1n[nH]c(C)c1CCCOc1ccccc1	0.7	0.4	3.4	x	x	-1.4	1077	0.36	-0.22	0.061	-0.4	i	-5	i	0.6%	-8%	2	24

Other structures follow.
SMILES	MT stabilizer	MT stabilizer Hoechst-high %	MT stabilizer cytotoxicity %	Insulin prom up	Insulin prom up cell count	b-catenin transl	b-catenin transl cell count 5 µM	Dynein transport	Dynein transport cytoplasmic EGFP	Dynein transport nuclear GR-EGFP	Dynein transport cell count	Autophagy mod	Autophagy mod cell loss 18 h	Yfh1-off respiration	HIV peptide binding	AID2073	WT yeast gro inh	WT yeast gro inh mutant strain
O=C1/C(=N\O)Cc2ccccc21	2.9	1.7	8.1	2.5	1345	-1.8	1430	1.4	0.29	-0.19	-2.1	i	2	i	-5.5%	8%	5	26
CCCCNC(=O)C1CCCN1C(=O)Nc1ccccc1 (stereo not drawn)	4.0	1.8	7.4	0.33	1171	-1.9	1157	1.9	-0.25	0.85	-0.44	i	-6	i	-0.5%	16%	-8	6
C=CCNC(=O)NC(=O)COn1nnc2ccc(S(=O)(=O)N(C)C)cc21	2.7	1.1	5.5	0.69	1490	0.2	1089	0.77	0.51	0.99	-0.71	i	0	i	0.0%	7%	-13	6
C#CCNc1nc(C)nc2c1nnn2Cc1ccccc1F	1.1	2.2	9.9	-0.03	1241	-1.7	1137	0.15	-0.2	0.19	-0.7	i	1	i	0.5%	1%	-3	0
COc1ccc(C2=NN(C(=O)c3ccc(Cl)c([N+](=O)[O-])c3)C(c3ccccc3)C2)cc1 (stereo not drawn)	3.2	2.7	4.6	-1.6	829	-1.6	539	-0.55	-0.013	0.58	0.044	i	42	i	-1.7%	7%	31	21
COC(=O)c1cccn(CC(=O)c2ccc(Cl)cc2Cl)c1=O	3.2	1.7	12	-0.27	1219	5.4	1069	-0.15	-0.28	-0.14	-0.34	i	5	i	-0.5%	-7%	-11	10
CC1(C)C[C@@H]2C[C@@](C)(CN2C(=O)c2ccccc2)C1	x	x	x	0.27	1024	-0.1	1282	-0.96	-0.24	-0.53	1.4	x	x	i	-0.4%	-4%	x	x
COc1ccc(NS(=O)(=O)c2ccc(NC(C)=O)cc2)cc1OC	6.4	2.3	2.8	-5.7	614	2.1	1032	-0.88	-0.21	-0.31	0.47	i	10	i	-0.3%	6%	13	-1
O=C(Cc1cccs1)Nc1nnc(CCc2ccccc2)s1	1.2	2.6	7.6	0.7	1227	x	x	-0.43	-0.14	0.32	-0.98	i	-6	i	3.7%	-4%	5	9
CC(C)C(NS(=O)(=O)c1c(Cl)cccc1Cl)C(=O)OCC(=O)c1c[nH]c2ccccc12 (stereo not drawn)	5.9	3.0	12	x	x	1.4	935	3.5	0.5	1.7	-1.7	i	-3	i	2.5%	8%	-1	-20
CCCCN(CC)C(=O)Cc1cn(C)c2ccccc12	0.9	1.5	14	-0.28	1110	x	x	-0.46	-0.15	-0.22	0.2	i	0	i	1.7%	6%	-3	-6
CCN1CCN(CC(=O)Nc2ccccc2)C(=O)C1=O	2.4	3.2	5.4	0.05	876	x	x	2.8	-0.016	2	-1.4	i	6	i	-4.1%	-1%	-1	2

Random excerpt: four entries already listed
SMILES	MT stabilizer	MT stabilizer Hoechst-high %	MT stabilizer cytotoxicity %	Insulin prom up	Insulin prom up cell count	b-catenin transl	b-catenin transl cell count 5 µM	Dynein transport	Dynein transport cytoplasmic EGFP	Dynein transport nuclear GR-EGFP	Dynein transport cell count	Autophagy mod	Autophagy mod cell loss 18 h	Yfh1-off respiration	HIV peptide binding	AID2073	WT yeast gro inh	WT yeast gro inh mutant strain
C=CCNC(=O)NC(=O)COn1nnc2ccc(S(=O)(=O)N(C)C)cc21	2.7	1.1	5.5	0.69	1490	0.2	1089	0.77	0.51	0.99	-0.71	i	0	i	0.0%	7%	-13	6
C#CCNc1nc(C)nc2c1nnn2Cc1ccccc1F	1.1	2.2	9.9	-0.03	1241	-1.7	1137	0.15	-0.2	0.19	-0.7	i	1	i	0.5%	1%	-3	0
O=C1/C(=N\O)Cc2ccccc21	2.9	1.7	8.1	2.5	1345	-1.8	1430	1.4	0.29	-0.19	-2.1	i	2	i	-5.5%	8%	5	26
CCCCN(CC)C(=O)Cc1cn(C)c2ccccc12	0.9	1.5	14	-0.28	1110	x	x	-0.46	-0.15	-0.22	0.2	i	0	i	1.7%	6%	-3	-6
